# PvdQ inh = P. aeruginosa PvdQ acylase inhibition. purified PvdQ acylase, fluorescence plate reader. inhibition, % at 10 µM. hit rate 0.063% among 340,000. AID 488965; in the data active means inhibition above about 30%, passing the limit was not always enough; inconclusive means no clear call, values can overlap the other calls;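 further: 0% = vehicle neutral wells and 100% = reference inhibitor wells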
# CAL PDZ FP-1 = blocks peptide binding to human CAL PDZ domain; Q9HD26; purified CAL PDZ, TMR-peptide fluorescence polarization, 1 h; inhibition, % at 20 µM; hit rate 0.02% among 330,000; AID 504414;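 active means highest replicate inhibition of at least 40%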;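 further: plate controls were DMSO neutral control wells for no effect and unlabeled competitor peptide control wells for full effect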
#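 System: purified tagged CAL PDZ domain construct (CerCALP). Schedule: 1 h incubation at room temperature before polarization reading. Medium: 25 mM sodium phosphate pH 7.4, 150 mM NaCl, TCEP, IgG, Thesit. Read-out: percent inhibition from loss of millipolarization. Measured by: FP readout, S and P plane fluorescence. Probe or stimulus: fluorescent TMR peptide probe.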
# dFosB act = enhances mouse delta FosB homodimer DNA binding. purified delta FosB, TAMRA-CDK5 oligo fluorescence polarization; percent of positive-control signal above neutral wells. AID 493131. P13346. hit rate 0.99% among 340,000. activation, % at 25 µM;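 active means mean activation above about 17%, with every replicate also reaching it, limit read from the data, passing the limit was not always enough; inconclusive means only one of the two conditions met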;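 further: fluorescence polarization rise as delta FosB binds a TAMRA Cdk5 AP-1 oligo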
# Rtt109 HAT inh = inhibitors of Candida albicans Rtt109/Vps75 histone acetyltransferase; Q5AAJ8; hit rate 0.16% among 330,000; inhibition, % at 34.9 µM; purified Rtt109/Vps75, ThioGlo CoA-SH fluorescence, 4 h;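 active means inhibition of at least 50% in every replicate; inconclusive means best replicate reaches 50% inhibition but some replicates fall short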
# CAL PDZ FP-2 = inhibitors of human CAL PDZ peptide binding. inhibition, % at 24.9 µM. hit rate 0.92% among 300,000. purified CAL PDZ, TMR-peptide fluorescence polarization, 1 h. AID 602252. Q9HD26;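 active means mean inhibition of at least 30% with at least half of replicates also reaching 30%; inconclusive means no clear call, values can overlap the other calls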;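 further: 0% = DMSO neutral control and 100% = excess unlabeled competitor peptide PRC23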
# MITF TRPM1 HTS = MITF TRPM1 promoter activation in melanoma cells. SK-MEL-5 TRPM1-promoter luciferase, 24 h; % of positive control, neutral wells = 0. activation, % at 12.5 µM. hit rate 0.75% among 300,000;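 active means mean activation of at least 80% with every replicate also reaching 80%; inconclusive means mean reaches 80% but some replicate falls short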;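 further: 0% = neutral control wells and 100% = parthenolide positive control wells; values of inactives mirror those of a sister screen read the other way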
# PfHsp90 yeast 2 = reduces growth (ATP signal) of yeast expressing P. falciparum Hsp90 | S. cerevisiae expressing PfHsp90, BacTiter-Glo ATP, 48 h; yeast lacking PDR1 and PDR3 efflux regulators | inhibition, % at 9.4 µM | hit rate 0.32% among 310,000;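 active means every replicate shows inhibition above about 80%, whatever the replicate mean, limit read from the data; inconclusive means mean inhibition reaches the set limit but some replicate falls short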;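 further: 0% = DMSO neutral controls and 100% = 20 µM radicicol positive controls; yeast relying on Plasmodium falciparum Hsp90 in place of its own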
# SR-BI DiI-HDL act = activators of SR-BI mediated HDL lipid uptake; CHO ldlA[mSR-BI] cells, DiI-HDL uptake fluorescence, 3 h; 100 = double the neutral-control signal; activation, % at 12.5 µM; hit rate 0.096% among 320,000;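 active means mean replicate activation of at least 60% and every replicate at or above 60%; inconclusive means mean or all-replicate condition met, but not both; inactive means mean below 60% and not all replicates reaching 60%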;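 further: 0% = median plate neutral-control signal and 100% = twice that signal; values of inactives mirror those of a sister screen read the other way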
#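 Material: SR-BI-overexpressing, LDLR-lacking CHO cells | Dosing: Single compound concentration, delivered by pin transfer | Probe or stimulus: Labelled HDL, 10 µg/mL | Signal: Bottom-read cell fluorescence after medium removal, ex 550/em 595 nm | Schedule: 3 h, 37 °C | Evaluation: HDL uptake via cellular fluorescence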
# SR-BI DiI inh = inhibitors of mouse SR-BI mediated HDL lipid uptake; Q61009; hit rate 0.96% among 320,000; ldlA[mSR-BI] CHO cells, DiI-HDL uptake fluorescence, 3 h; inhibition, % at 12.5 µM;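 active means mean replicate inhibition of at least 70% and a set share of replicates each scoring 70 or more; inconclusive means meets just one of the two criteria; inactive means fails both criteria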;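 further: 0% = median of neutral control wells and 100% = median of positive control wells; values of inactives mirror those of a sister screen read the other way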
# NSD2 inh = blocks human histone methyltransferase NSD2; NSD2 peptide methylation, AlphaScreen, 120 min; inhibition, % at 12.5 µM; O96028; AID 743445; hit rate 0.54% among 310,000; in the data active means inhibition above about 50%
# Target sequence (O96028 whole entry, looked up): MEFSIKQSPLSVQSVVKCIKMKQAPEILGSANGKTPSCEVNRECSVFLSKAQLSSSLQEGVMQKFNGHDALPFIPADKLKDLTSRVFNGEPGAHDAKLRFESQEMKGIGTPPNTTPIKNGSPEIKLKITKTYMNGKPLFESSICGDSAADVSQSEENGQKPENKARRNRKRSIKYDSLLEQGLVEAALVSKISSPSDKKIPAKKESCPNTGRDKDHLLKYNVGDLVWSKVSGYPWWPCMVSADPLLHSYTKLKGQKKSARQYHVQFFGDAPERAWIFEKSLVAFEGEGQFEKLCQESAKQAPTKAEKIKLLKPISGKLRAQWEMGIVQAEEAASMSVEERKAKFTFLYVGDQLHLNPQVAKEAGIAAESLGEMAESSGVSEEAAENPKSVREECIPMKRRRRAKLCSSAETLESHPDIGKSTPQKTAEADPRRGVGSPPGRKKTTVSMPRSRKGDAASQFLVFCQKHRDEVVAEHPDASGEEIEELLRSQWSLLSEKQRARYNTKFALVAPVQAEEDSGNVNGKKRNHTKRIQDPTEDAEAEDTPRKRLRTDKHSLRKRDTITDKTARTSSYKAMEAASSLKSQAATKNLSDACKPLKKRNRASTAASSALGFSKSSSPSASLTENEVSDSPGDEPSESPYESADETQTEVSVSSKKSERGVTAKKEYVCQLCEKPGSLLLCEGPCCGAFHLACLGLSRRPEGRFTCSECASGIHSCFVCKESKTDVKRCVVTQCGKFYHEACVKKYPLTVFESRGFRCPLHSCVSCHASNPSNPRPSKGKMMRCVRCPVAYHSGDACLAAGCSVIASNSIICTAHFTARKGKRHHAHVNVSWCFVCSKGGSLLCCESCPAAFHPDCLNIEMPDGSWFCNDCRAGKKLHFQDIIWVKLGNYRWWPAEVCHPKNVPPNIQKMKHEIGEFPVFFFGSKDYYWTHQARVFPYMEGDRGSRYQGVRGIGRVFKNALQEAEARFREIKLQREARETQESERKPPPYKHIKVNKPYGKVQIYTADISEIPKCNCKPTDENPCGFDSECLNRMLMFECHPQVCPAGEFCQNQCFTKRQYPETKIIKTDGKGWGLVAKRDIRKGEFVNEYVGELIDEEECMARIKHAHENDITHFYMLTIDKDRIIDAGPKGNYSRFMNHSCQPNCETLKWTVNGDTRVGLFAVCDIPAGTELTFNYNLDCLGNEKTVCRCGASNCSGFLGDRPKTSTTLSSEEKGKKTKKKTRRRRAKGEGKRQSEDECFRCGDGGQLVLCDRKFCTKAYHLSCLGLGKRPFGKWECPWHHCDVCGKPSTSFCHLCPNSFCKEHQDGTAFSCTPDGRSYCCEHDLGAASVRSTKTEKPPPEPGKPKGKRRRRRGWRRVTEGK
# * = called active by the depositor; ? = inconclusive; nt = no result given.
# Below each compound: PfHsp90 yeast 2	SR-BI DiI inh	MITF TRPM1 HTS	SR-BI DiI-HDL act	CAL PDZ FP-2	NSD2 inh	Rtt109 HAT inh	dFosB act	PvdQ inh	CAL PDZ FP-1
O=C1CC2(CCN(C(=O)C3CC(=O)N(c4ccc(F)cc4)C3)CC2)Oc2ccccc21 (configuration not stated)
→ 9	1	-5	-1	-2	-1	3	-1	-9	-2.5
COc1ccccc1C(=O)NCCC(=O)Nc1ccc(C)cn1
→ -12	-9	4	9	-2	-4	21	-1	2	-2.6
COc1ccccc1NC(=O)C1CCCN1C(=O)NCc1ccccc1 (configuration not stated)
→ nt	-33	nt	33	-2	-1	-4	-6	1	-1.6
CC(=O)Nc1ccc(N2C(=O)CC(N3CC(C)OC(C)C3)C2=O)cc1 (configuration not stated)
→ 8	-6	3	6	6	-1	-2	-3	-8	-1.3
COc1ccc(/C=C2\COc3ccccc3C2=O)c(OC)c1
→ 2	nt	37	nt	-3	4	-16	-13	-11	-3.0
CCC(=O)NC(=S)Nc1ccccc1OC
→ nt	16	0	-16	-4	2	0	-5	-11	-0.9
O=C(/C=C/Nc1ccc(S(=O)(=O)Nc2cnc3ccccc3n2)cc1)c1cccnc1
→ -23	nt	3	nt	-5	1	3	-1	-21	-2.0
COC(=O)c1ccc(/C=N/NC(=O)C2CC(=O)N(c3ccc(F)cc3)C2)cc1 (configuration not stated)
→ -10	10	-5	-10	-3	2	0	-5	-3	-1.5
Cc1c(C(=O)Nc2nc(-c3ccccn3)cs2)oc2ccccc12
→ ?	3	5	-3	-2	8	4	-30	1	-5.6
CCOc1ccc(S(=O)(=O)N(CC(=O)O)c2ccc(C)cc2)cc1
→ nt	-18	-12	18	-2	-1	-1	8	-14	-0.2
COc1ccc(Cl)cc1S(=O)(=O)n1c([N+](=O)[O-])cnc1C
→ -1	-16	nt	16	-8	-2	0	-2	-13	0.5
CCCCCC(=O)N/N=C(\C)c1ccc(Cl)cc1
→ -19	-16	1	16	0	-8	1	4	-7	-0.3
CCN(CC)CCCNCC(=O)Nc1ccc2c(c1)CCC2
→ 6	5	5	-5	-3	3	-15	-2	-17	-2.5
Oc1ccccc1CC=NC1CCCCC1
→ 13	0	6	0	-3	1	11	-8	-8	-2.4
O=C(CN1CCN(Cc2ccc(F)cc2)C1=O)NC1CCCC1
→ -20	nt	0	nt	2	0	-1	2	2	-1.7
CC(C)(C)C(=O)NC1(C(F)(F)F)C(=O)Nc2c1c(=O)[nH]c(=O)n2Cc1ccco1 (configuration not stated)
→ 5	-8	-13	8	1	-1	4	-1	-13	-1.5
CCCn1c2ccccc2c2cnn(CC(=O)OC)c(=O)c21
→ -12	-29	-3	29	-5	0	-1	-3	-7	-1.8
CCN1CCN(CCCN(Cc2ccco2)C(=S)Nc2cc(Cl)ccc2C)CC1
→ -1	-41	-1	41	1	7	-2	0	-9	-0.8
O=C(NC1CCS(=O)(=O)C1)c1c(NC(=O)C2COc3ccccc3O2)sc2c1CCCC2 (configuration not stated)
→ -11	52	7	-52	8	1	10	40*	7	nt
C[C@H](CO)N1C[C@H](C)[C@@H](CN(C)S(C)(=O)=O)Oc2ccc(NS(=O)(=O)c3ccccc3)cc2C1=O
→ -8	-9	9	9	-4	nt	-5	-5	11	-0.7
N#Cc1ccccc1NC(=O)CSc1nnc(-c2ccccc2O)n1-c1ccccc1
→ nt	13	3	-13	nt	-2	-13	-6	-15	-1.6
CC1O[C@@H](OC2C(O)C(O)C(CO)O[C@H]2OC2C[C@]3(C)C(CC(O)C4[C@@H]([C@]5(C)CC[C@@H](C(C)(C)O)O5)CC[C@]43C)[C@@]3(C)CCC(O)C(C)(C)C23)C(O)C(O)C1O (some centres not stated)
→ -2	-18	2	18	-2	nt	-22	-11	-12	-0.8
N#C/C(=C\c1cccc(OC(=O)c2cccs2)c1)C(N)=O
→ -3	9	-2	-9	-6	-3	4	-2	-13	-2.9
Cn1nccc1C(=O)NC1CCCc2c1cnn2-c1ccc(C(C)(C)C)cc1 (configuration not stated)
→ -6	38	-19	-38	-3	-2	17	-15	-18	6.6
C=CCOC(=O)C1=C(C)NC(C)=C(C(=O)OCC=C)C1/C=C/c1ccccc1
→ -76	-5	1	5	-6	0	-18	-10	-6	0.3
COc1cccc(-c2cc(C(=O)N/N=C/c3ccco3)c3ccccc3n2)c1
→ -13	29	6	-29	-5	1	-8	-10	0	-4.2
Cc1ccc(S(=O)(=O)NCC(=O)OCC(=O)NCc2ccc3c(c2)OCO3)cc1
→ nt	4	5	-4	4	0	-10	-4	1	-2.9
COc1ccc(NC(=O)c2cc(C(C)C)on2)c(OC)c1
→ -3	nt	43	nt	nt	nt	4	-4	-13	-1.1
CCOC(=O)C1CCCN(C(=O)c2ccc3oc(CCc4ccccc4)nc3c2)C1 (configuration not stated)
→ 0	0	15	0	-2	-3	3	-7	-12	-2.2
CCOC(=O)[C@H]1[C@H]2COc3cc(OC)ccc3[C@@H]2N2C(=O)c3cc(OC)c(OC)cc3NC(=O)[C@@]12C
→ 8	50	3	-50	-1	nt	20	-10	-8	-1.0
CC(=O)NCc1ccc(C(=O)CCl)s1
→ -3	-9	-35	9	0	1	4	-6	-4	-0.6
Cc1c(NC(=O)CC(O)(C(F)(F)F)C(F)(F)F)c(=O)n(-c2ccccc2)n1C
→ 11	-13	-7	13	4	1	-2	0	-22	-0.1
O=C(/C=C/c1ccc(Cl)c([N+](=O)[O-])c1)NCc1cccnc1
→ 1	-11	7	11	-2	-1	-5	-2	-8	-3.2
S=c1[nH]c2ccccc2n1CCc1ccncc1
→ 6	1	0	-1	-2	0	-8	-7	-9	-0.1
c1ccc2oc(CCc3nc4ccccc4o3)nc2c1
→ 6	0	?	0	0	-6	-7	3	-15	-1.7
CC(=O)Oc1cccc2c1C(=O)C1CC=CC(OC(C)=O)C1C2=O (configuration not stated)
→ -46	7	1	-7	-2	69*	-17	-5	-4	-1.9
S=C(NCc1ccncc1)Nc1ccccc1
→ 6	-1	-13	1	1	-6	2	-3	-4	-2.7
Cc1cc(NC(=O)CSCC(=O)N2CCN(c3ccccc3)CC2)no1
→ -10	-28	2	28	3	-2	4	4	-6	1.0
COc1ccc(-c2cnnc(N/N=C/c3ccc(C)o3)n2)cc1
→ 16	46	2	-46	-2	3	-9	1	-8	-0.7
CN(CC(=O)Nc1ccccc1C(F)(F)F)C(=O)CSc1nnc(-c2ccncc2)n1C
→ 8	-12	-2	12	nt	-2	1	-11	-19	1.1
O=C1CC(c2ccccc2)CC2=C1C(c1ccccn1)Nc1ccccc1N2 (configuration not stated)
→ -18	9	-9	-9	-3	-4	7	-1	5	-0.7
Cc1nnc(N)nc1C
→ 13	5	10	-5	-5	0	-5	2	-4	0.8
Cc1ccccc1C(=O)NCCN1CCOCC1
→ 8	-2	-4	2	-2	-3	-21	1	-11	-0.2
COc1cccc(C2=NN(C(=O)c3ccco3)C(c3ccco3)C2)c1 (configuration not stated)
→ -14	4	-5	-4	-7	6	7	-19	-6	-4.1
Cc1cccnc1NC(=O)c1ccc(S(=O)(=O)N2CCCCCC2)cc1
→ 11	19	6	-19	0	-2	nt	1	15	-0.9
COc1ccc(OCCOc2ccc(S(=O)(=O)N3CCCC3)cc2[N+](=O)[O-])cc1
→ 39	14	-6	-14	-2	0	-5	0	-8	1.5
CCOc1ccc(C(C(=O)NC(C)(C)C)N(CCOC)C(=O)CCC(=O)Nc2nccs2)cc1 (configuration not stated)
→ -37	nt	-9	nt	-5	-1	3	-4	-13	-2.2
Cc1ccc(-c2cc(-c3ccccc3)no2)c(O)c1
→ -7	-20	-10	20	-2	-2	-2	1	-7	-1.3
Cc1ccc2nc(C)c(C(=O)NN=C3CCN(C)CC3)n2c1
→ -5	1	3	-1	5	0	10	-15	-11	-0.6
Cc1ccc(C)c(NS(=O)(=O)c2ccc3[nH]c(=O)oc3c2)c1
→ 5	-35	-3	35	-2	15	3	-5	4	-0.6
C=C1[C@H](C)CN(S(=O)(=O)C(C)(C)C)[C@H]1CCO
→ 2	8	1	-8	1	nt	5	1	8	-0.9
CC1CN(CCCCOc2cccc(Oc3ccccc3)c2)CC(C)O1 (configuration not stated)
→ 21	-18	-7	18	1	-1	-8	-9	-7	0.5
COc1ccc(N2C(=O)CC(NCC#N)C2=O)cc1 (configuration not stated)
→ 9	-28	nt	28	-1	-2	-11	-2	17	-0.7
COc1ccc(COCC(O)CN(Cc2ccccc2)C(C)C)cc1OC (configuration not stated)
→ -1	8	-3	-8	nt	-2	1	-1	-12	-0.2
COc1ccc(NC(=O)c2cccc3ccccc23)cc1
→ -15	23	nt	-23	-2	1	11	-1	9	0.1
COc1cccc(CN2CCN(C(=S)NCc3ccc(Cl)cc3)CC2)c1
→ 13	23	-7	-23	-6	6	36	-4	4	-0.8
Oc1cccc(C(O)CNCc2ccc(-c3ccccc3)cc2)c1 (configuration not stated)
→ 21	-20	8	20	-6	2	-5	2	-2	-1.7
CC(=O)C(c1ccccc1)C(c1ccccc1)C(C)[N+](=O)[O-] (configuration not stated)
→ -4	64	-8	-64	-3	-2	-9	-1	-14	-0.2
Cc1noc(C)c1COc1ccc(C(=O)OCC(=O)Nc2ccc(C(=O)N(C)C)cc2)cc1
→ nt	21	-2	-21	-2	1	14	-11	15	-3.0
CC(=O)Nc1ccc(C(=O)N(C)C(C(=O)Nc2ccc(C)cc2)c2ccccn2)cc1 (configuration not stated)
→ 15	-8	5	8	-3	2	-2	-1	-17	-2.8

# More records follow:
# Below each compound: PfHsp90 yeast 2	SR-BI DiI inh	MITF TRPM1 HTS	SR-BI DiI-HDL act	CAL PDZ FP-2	NSD2 inh	Rtt109 HAT inh	dFosB act	PvdQ inh	CAL PDZ FP-1
Cc1cc2cc(C=O)c(Cl)nc2cc1C
→ 7	-14	33	14	nt	-1	3	-8	10	-1.5
CCc1ccc(N(C(=O)c2csnn2)C(C(=O)NC(C)(C)C)c2ccccn2)cc1 (configuration not stated)
→ 23	-17	8	17	-4	-3	-1	-8	-27	0.4
CCN1CCN(C(=O)c2ccc(OCC(=O)Nc3ccc(F)cc3)c(OC)c2)CC1
→ 3	17	-7	-17	5	-7	7	-3	3	0.0
CCn1c(SCC(=O)Nc2ccc(S(N)(=O)=O)cc2)nnc1-c1cccc(OC)c1
→ 2	-13	-3	13	-12	0	5	-5	-4	-0.2
O=[N+]([O-])c1ccc(O)c(C=Nc2ccc3nc(-c4ccccc4)[nH]c3c2)c1
→ 21	-16	26	16	0	nt	-8	4	-18	-1.7

# Screening data: PubChem BioAssay, Broad Institute
